# Screening data: PubChem BioAssay, several laboratories
# NALP1 yeast inh – blocks the NALP1 inflammasome reconstituted in yeast | AID 2071 | inhibition, % at 10 µM | S. cerevisiae NALP1/ASC/caspase-1 growth, X-gal OD620, 72 h | 280,000 tested, 0.61% active; in the data active means inhibition mostly above about 24%, no sharp cut-off; inactive means mostly below about 32%; further: some compounds called inactive have numbers as strong as hits
# PfM18AAP inh – blocks P. falciparum M18 aspartyl aminopeptidase. recombinant PfM18AAP, H-Glu-NHMec fluorogenic cleavage. inhibition, % at 7.35 µM. 290,000 tested, 1.2% active;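 active means inhibition above the campaign mean inhibition over all tested compounds plus 3 SD, cut at about 28% in these data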;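 further: 0% = plate median of test compound wells and 100% = 2 mM ZnCl2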
# MEKK2 WT-MEK5 – raises or lowers MEK5 binding to wildtype human MEKK2 PB1 domain | Q9Y2U5 | bead flow cytometry, Alexa488-MEK5 binding to MEKK2 WT; actives lie on both sides | binding response (% of control), % at 10 µM | 290,000 tested, 1.1% active | AID 1531; in the data active means binding response below about 67% or above about 130%; inconclusive means no clear call, values can overlap the other calls; inactive means in between
# MEKK2 mut-MEK5 – signal of MEK5 binding to mutant human MEKK2 PB1 domain; bead flow cytometry, Alexa488-MEK5 binding to MEKK2 mutant; percent response, % at 10 µM; 290,000 tested, 0.35% active; AID 1530; in the data active means percent response above about 24%, passing the limit was not always enough; further: inactives centre near 1; some results filed as inactive read as strong as hits
# IMP-1 inhibitor – inhibitors of Pseudomonas aeruginosa IMP-1 metallo-beta-lactamase. purified IMP-1, nitrocefin hydrolysis, epi-absorbance fluorescence. inhibition, % at 5.6 µM. 290,000 tested, 0.45% active;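 active means inhibition above the mean plus 3 SD of all compounds in the same screening run, cut at about 4.5% in these data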;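 further: 0% = IMP-1 with DMSO and 100% = DMSO wells lacking enzyme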
#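 System: purified IMP-1; amount: IMP-1 0.2 nM before substrate addition; compound: single dose, 5.6 µM; times: 25 °C, 15 min preincubation, 25 min reaction; signal: Epi-absorbance via hydrolysed-nitrocefin quenching of white-plate fluorescence, 480/530 nm, EDTA stop; benchmarks: DMSO with and without IMP-1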
# VIM-2 inhibitor – blocks Pseudomonas aeruginosa VIM-2 metallo-beta-lactamase. 290,000 tested, 0.89% active. purified VIM-2, nitrocefin hydrolysis, epi-absorbance fluorescence. AID 1527. inhibition, % at 5.6 µM;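 active means inhibition above the mean of all tested compounds plus 3 SD, cutoff set per screening run, cut at about 7.5% in these data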;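 further: red hydrolysis product quenches plate fluorescence so inhibitors raise well fluorescence; 0% = enzyme with DMSO and 100% = DMSO without enzyme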
# HCV NS3 hel inh – blocks Hepatitis C virus NS3 helicase unwinding; NS3 helicase DNA unwinding, Cy5 molecular beacon fluorescence; inhibition, % at 10.9 µM; 290,000 tested, 0.56% active; AID 1800;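 active means inhibition above the mean of all tested compounds plus 3 SD, set per campaign, cut at about 35% in these data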;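 further: 0% = DMSO wells and 100% = thioflavine S control wells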
#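 Assay system – hepatitis C virus NS3 helicase domain fragment enzyme · Buffer or medium – MOPS pH 6.5, MgCl2, DTT, Tween20, BSA · Reagent – Cy5/quencher beacon DNA duplex and ATP to start · Compound – single 10.9 µM dose · Timing – 1 h at 25 °C · Technique – Cy5 beacon fluorescence read at start and 1 h · Measure – % inhibition of unwinding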
# FID counter – counter-screen for HCV NS3 helicase inhibitors: DNA intercalator displacement | inhibition, % at 7.9 µM | AID 1845 | DNA fluorescent intercalator displacement, fluorescence | 290,000 tested, 0.17% active; in the data active means inhibition above about 37%;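 further: 0% = vehicle and 100% = reference compound; higher means more ethidium bromide displaced from hairpin DNA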
# SUMO HTRF inh – SUMOylation inhibition | HTRF SUMOylation assay, SAE1/SAE2 + UBC9, in vitro | inhibition, % at 35 µM | AID 2006 | 290,000 tested, 0.36% active | P63279; in the data active means inhibition above about 50%, passing the limit was not always enough; inconclusive means no clear call, values can overlap the other calls; further: strong numbers were not always called active
# Target sequence (P63279 whole entry, looked up): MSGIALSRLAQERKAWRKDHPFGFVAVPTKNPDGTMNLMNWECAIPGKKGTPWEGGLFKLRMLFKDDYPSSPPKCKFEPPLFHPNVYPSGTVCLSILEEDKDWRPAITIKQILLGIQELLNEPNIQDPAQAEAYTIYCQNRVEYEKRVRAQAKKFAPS
# Active calls of the source: *; ? = inconclusive; nt = no result given.
# Order of values – NALP1 yeast inh	PfM18AAP inh	MEKK2 WT-MEK5	MEKK2 mut-MEK5	IMP-1 inhibitor	VIM-2 inhibitor	HCV NS3 hel inh	FID counter	SUMO HTRF inh
CC(=O)Nc1ccc(S(=O)(=O)NCC2CCC(C(=O)NCCCN3CCCC3=O)CC2)cc1 (stereo not drawn)
    -1	0	98	5	-2.7	-3.2	1	-5	-2
Cc1cc(C)cc(OCC(=O)NNC(=O)c2cc3ccccc3o2)c1
    23	0	113	7	-0.5	-2.6	0	-15	-8
CCc1ccc(N2C(=O)C(Cl)=C(N3CCOCC3)C2=O)cc1
    14	18	92	-4	-3.1	-3.0	14	3	-3
Cn1cccc1C(=O)C(=O)Nc1cc(Cl)cc(Cl)c1
    16	-3	102	12	-1.1	-1.8	5	4	12
COC(=O)C1=C(C)N(CC2CCCO2)C(=O)/C1=C\c1ccc(O)cc1 (stereo not drawn)
    26	22	89	-6	-1.3	-0.6	14	-6	9
COc1nc(NCCc2ccc(OC)c(OC)c2)nc(NC(C)(C)CO)n1
    -24	-9	102	2	-2.1	-2.9	0	-23	-15
Cc1ccc(S(=O)(=O)N2CCN(S(=O)(=O)c3cccs3)CC2)cc1
    13	-8	106	6	-1.1	0.2	6	-3	9
COC(=O)c1sc(NC(=O)c2cc(C)on2)nc1C
    16	7	97	-4	-2.9	-3.8	-1	-5	12
Cc1ccc(C(=O)NCCNc2ccc(Cl)cc2[N+](=O)[O-])o1
    24	7	101	3	-2.5	-1.1	-2	0	25
CCOc1ccc(-c2nnc(NC(=O)Cc3cc(OC)c(OC)c(OC)c3)o2)cc1
    5	7	105	7	-4.5	-3.0	5	-28	15
COc1ccc(/C=N/NC(=O)c2cc[n+]([O-])cc2)cc1O
    -28	3	100	8	-7.3	-2.5	4	-11	5
Cn1c(NC(=O)c2ccc(Br)o2)cc(=O)n(C)c1=O
    -5	10	104	1	1.9	-2.8	11	4	5
O=C(Nc1ccc(C(=O)O)cc1)/C(=C\c1ccco1)NC(=O)c1ccc(Br)o1
    14	12	105	1	-3.6	-4.3	4	-16	5
CCOc1cc(/C=N/N=C2/NC(=O)C(CC(=O)O)S2)ccc1OS(=O)(=O)c1ccc(C)cc1 (stereo not drawn)
    -11	6	98	0	-2.6	-3.5	23	-12	13
O=C1OC(Nc2nc3ccccc3s2)c2ccccc21 (stereo not drawn)
    14	0	109	4	-0.5	0.0	0	3	13
Cc1cc2oc(=O)cc(CN3CCOCC3)c2cc1C
    14	3	104	3	-4.8	-1.2	-2	-5	4
CC1CCN(Cc2ccc(-c3nn[nH]n3)cc2)CC1
    48	-7	104	6	-4.1	-4.4	-3	0	20
OC1(c2ccccc2F)CCN(Cc2nnnn2Cc2ccc(F)cc2)CC1
    0	1	92	-8	-0.3	1.2	-1	-9	-12
CCCCOn1c(C)c(C(=O)OCC)c2c3nonc3ccc21
    nt	3	104	2	-0.6	1.8	-5	2	nt
CCOc1ccccc1/C=N/N1CCN(Cc2ccccc2)CC1
    21	2	103	3	2.9	0.5	-8	-7	20
COC(=O)c1c(C(=O)OC)c(-c2ccccc2)n2c1CS(=O)C2 (stereo not drawn)
    16	7	100	8	-3.6	-1.4	9	-3	19
CCNc1nc(NCC)nc(OCCOC(=O)COc2ccc(Cl)cc2Cl)n1
    -24	0	85	-4	-0.3	-2.1	-13	-24	-6
COc1cc(C(=O)Oc2cc(C)[nH]c(=O)c2[N+](=O)[O-])cc(OC)c1OC
    19	4	95	-3	-0.6	-2.7	-2	3	7
Cc1ccc(CCC(=O)Nc2ncc(Cc3cccc(Cl)c3Cl)s2)o1
    20	-13	101	2	0.4	3.3	13	2	34
CC(C)(C)OC(=O)N1CCN(CCNC(=O)c2ccccc2)CC1
    2	-1	100	2	-2.2	-4.0	-5	-15	9
Cn1c(=O)c2c(ncn2CC(=O)NC(C)(C)C)n(C)c1=O
    -1	-6	93	-2	-1.1	-2.1	0	2	-1
Cc1ccc2nc3c(cc(C(N)=S)c(=N)n3CCCOC(C)C)c(=O)n2c1
    12	1	95	0	3.5	7.9*	25	2	9
CCOc1ccc2[nH]c(=O)c(CN(CCc3ccccc3)C(=O)c3cnccn3)cc2c1
    -2	-2	100	5	-2.6	-2.4	0	-3	0
Cc1cccc(-c2n[nH]c(=S)n2/N=C/c2cccs2)c1
    -20	9	102	1	-3.4	-0.9	-6	-7	-6
C#CC[N+]1(CC#Cc2ccccc2)CCCC1
    21	-3	100	4	-2.4	-1.0	16	0	-14
CCn1c(=NC(=O)CCS(=O)(=O)c2ccccc2)sc2cccc(OC)c21
    7	3	90	-8	-1.8	-1.0	-11	-21	5
Cc1nc2ccccc2c2nc(N)nn12
    -1	5	103	1	-2.2	3.5	13	-2	0
O=C(Nc1ccc(F)c(F)c1)c1cnc(-c2ccccc2)nc1-c1ccccc1
    13	2	96	-7	-0.4	1.8	6	9	10
O=C(COc1ccccc1Cl)NCc1ccncc1
    1	1	100	2	-0.9	-0.7	2	0	-11
Cc1ccc(CCN2CC(C(=O)NC3CCCCC3)CC2=O)cc1 (stereo not drawn)
    11	-4	97	1	-0.1	-1.1	6	-34	nt
Cc1c(Cl)cccc1NC(=O)CSc1sc2c(O)cc(=O)[nH]c2c1C#N
    0	4	101	2	-2.7	-0.3	37*	-7	8
COc1cccc(N2CCN(Cc3nc4scc(-c5ccccc5)c4c(=O)[nH]3)CC2)c1
    36	1	103	0	-1.9	0.4	-12	-25	-2
O=C(COC(=O)c1ccc(S(=O)(=O)NCc2ccco2)cc1)Nc1ccc(OC(F)F)cc1
    1	8	97	0	-3.7	-1.5	1	-2	20
Nc1ccc2oc(-c3ccc4nc[nH]c4c3)nc2c1
    1	-6	102	6	-1.4	0.3	3	0	?
CCn1c(=O)c(C(=O)NCCN2CCCCC2)c(O)c2ccccc21
    -4	-13	114	1	-4.4	5.2	-12	13	7
Cc1ccc(CSc2nnc(NC(=O)Cn3cnc4ccccc4c3=O)s2)cc1
    6	-7	74	-13	-0.1	-0.5	-9	-4	16
Cc1ccc(NC(=O)CSc2nnc(-c3cccs3)o2)cc1S(=O)(=O)N1CCCCC1
    30	3	105	0	-3.4	0.5	-7	-23	5
Cc1nc2sc(C(c3cccs3)N3CCN(c4ccccc4)CC3)c(O)n2n1 (stereo not drawn)
    nt	6	110	5	-4.0	-1.2	-3	-12	9
O=c1c2ccccc2nc(SCc2cccc(F)c2)n1C1CCCC1
    15	-6	99	4	-2.8	-0.9	6	5	-7
CCOc1ccc(NC(=O)NCCN2CCN(c3ccccc3F)CC2)cc1
    6	-4	110	12	-4.0	-1.9	-16	0	7
COc1ccc(N2CCN(CC(=O)Nc3nc4c(s3)CC(C)CC4)CC2)cc1 (stereo not drawn)
    9	-8	106	1	-1.5	-2.7	-14	-20	6
CS(=O)(=O)NCCSCc1ccco1
    -6	0	109	7	1.1	-3.4	6	2	15
CS(=O)(=O)c1ccc2nc(NC(=O)c3cc([N+](=O)[O-])cc([N+](=O)[O-])c3)sc2c1
    -4	-1	105	4	-6.2	-2.6	16	2	5
CC12CCC(C(=O)NCc3ccccc3Cl)(C(Br)C1=O)C2(C)C (stereo not drawn)
    25	3	111	-2	-1.5	0.3	9	0	2
COCCOC(=O)C1=C(C)Nc2ncnn2C1c1ccccc1 (stereo not drawn)
    18	2	97	0	-2.5	0.0	-2	-6	3
C=CCc1cccc(CNc2ccc(Br)cc2)c1O
    6	-10	110	8	-4.1	-2.2	0	1	-17
Cc1oc(-c2ccc(Cl)cc2)nc1CN1CCCC(C(=O)NCc2cccnc2)C1 (stereo not drawn)
    6	-1	113	2	-2.6	-3.4	-17	7	-3
CCCc1cc(=O)oc2cc(C)cc(OCC(=O)NCc3ccccn3)c12
    0	-4	100	3	-1.3	-1.6	4	-31	27
Cc1ccc(NS(=O)(=O)c2ccc(C(=O)NCc3cccnc3)cc2)cc1
    -2	-4	107	8	-0.7	-1.3	2	-11	13
Cc1nn(Cc2ccccc2)c(C)c1NC(=O)CSc1n[nH]c(C)c1[N+](=O)[O-]
    14	3	100	0	-1.3	-2.0	-7	-13	-4
Cn1c(=O)c2sccc2n2c(CCCC(=O)NCCc3ccc(S(N)(=O)=O)cc3)nnc12
    20	0	116	3	-3.4	0.0	27	-6	20
c1ccc2[nH]c(CN3CCOCC3)nc2c1
    8	2	102	5	-1.8	-3.2	-8	-1	-5
COc1cccc(NC(=O)Nc2cc(C(=O)NCC3CCCO3)ccc2N2CC3CC(C2)c2cccc(=O)n2C3)c1 (stereo not drawn)
    9	-6	101	3	-2.5	-0.9	-5	-55	nt
CCn1c(SCC(=O)Nc2nccs2)nnc1-c1ccncc1
    15	4	107	1	-4.5	-8.1	10	-4	24
O=C(Nc1ccc(Cl)cc1)N1CCOC12CCCCC2
    -2	0	100	1	-1.8	-2.9	5	-1	-6

# Remaining list, next part:
# Order of values – NALP1 yeast inh	PfM18AAP inh	MEKK2 WT-MEK5	MEKK2 mut-MEK5	IMP-1 inhibitor	VIM-2 inhibitor	HCV NS3 hel inh	FID counter	SUMO HTRF inh
Cc1ccc(S(=O)(=O)NCCC(=O)Nc2ccc(Cl)c(Cl)c2)cc1
    27	-5	104	-1	-4.4	-3.0	5	-5	-12
COc1ccc(-c2cc3c(=O)n(CC(=O)NCc4ccc(Cl)cc4)ncn3n2)cc1
    20	1	99	6	-4.0	-2.9	8	-3	19
CCN(c1cccc(C)c1)S(=O)(=O)c1cccc2nsnc12
    14	17	nt	nt	0.1	1.2	-4	-8	21
CN(C1=C(NC(=O)c2ccc(Cl)cc2)C(=O)c2ccccc2C1=O)c1ccccc1
    34	-4	90	-10	-1.0	-2.1	-1	3	-11
Cc1ccccc1Nc1nc(N)nc(CN2CCN(Cc3ccc4c(c3)OCO4)CC2)n1
    -2	1	100	-2	-4.2	-4.8	-7	-3	6
O=C(CNC(=O)C1CCCCC1)Nc1cc(Cl)ccc1Cl
    25	2	104	2	-4.3	-2.0	7	-2	14
Cc1ccc(C(=O)N2CCC(C(=O)NC3CCCCCC3)CC2)cc1
    12	2	93	1	-1.7	-2.5	23	-39	19
O=C(COC(=O)c1ccc2c(c1)S(=O)(=O)N=C1CCCCCN12)NCc1cccs1
    2	14	103	-3	-4.3	-2.2	16	-17	11
O=c1nc(Nc2ccccc2)sc2ccc([N+](=O)[O-])cc12
    9	-3	117	11	-2.0	0.6	3	-1	22
Cc1ccc(Sc2ncccc2C(=O)N(C)Cc2cccs2)c(C)c1
    4	8	103	2	-0.1	-0.7	-4	-41	-1
O=C(COc1cccc2cccnc12)Nc1ccccc1
    13	2	107	1	-4.5	-4.2	10	-8	19
